L3MBTL1 inh – L3MBTL1 (human) inhibition | AlphaScreen L3MBTL1–H3K9me1 peptide binding | AID 485360 | Potency, µM (highest dose often 57.1 µM), for the others: at the highest dose activity, negative = inhibition, usual class: inhibitors | Q9Y468 | 230,000 compounds, 0.66% hits; active = well fitted inhibition curve with a large enough effect; inconclusive = small, poorly fitted or top-dose-only effect; inactive = no such curve, though single readings can be large or run the other way; also: nearly all actives have a fitted effect of over 60% in size
Target sequence (Q9Y468 whole entry, looked up): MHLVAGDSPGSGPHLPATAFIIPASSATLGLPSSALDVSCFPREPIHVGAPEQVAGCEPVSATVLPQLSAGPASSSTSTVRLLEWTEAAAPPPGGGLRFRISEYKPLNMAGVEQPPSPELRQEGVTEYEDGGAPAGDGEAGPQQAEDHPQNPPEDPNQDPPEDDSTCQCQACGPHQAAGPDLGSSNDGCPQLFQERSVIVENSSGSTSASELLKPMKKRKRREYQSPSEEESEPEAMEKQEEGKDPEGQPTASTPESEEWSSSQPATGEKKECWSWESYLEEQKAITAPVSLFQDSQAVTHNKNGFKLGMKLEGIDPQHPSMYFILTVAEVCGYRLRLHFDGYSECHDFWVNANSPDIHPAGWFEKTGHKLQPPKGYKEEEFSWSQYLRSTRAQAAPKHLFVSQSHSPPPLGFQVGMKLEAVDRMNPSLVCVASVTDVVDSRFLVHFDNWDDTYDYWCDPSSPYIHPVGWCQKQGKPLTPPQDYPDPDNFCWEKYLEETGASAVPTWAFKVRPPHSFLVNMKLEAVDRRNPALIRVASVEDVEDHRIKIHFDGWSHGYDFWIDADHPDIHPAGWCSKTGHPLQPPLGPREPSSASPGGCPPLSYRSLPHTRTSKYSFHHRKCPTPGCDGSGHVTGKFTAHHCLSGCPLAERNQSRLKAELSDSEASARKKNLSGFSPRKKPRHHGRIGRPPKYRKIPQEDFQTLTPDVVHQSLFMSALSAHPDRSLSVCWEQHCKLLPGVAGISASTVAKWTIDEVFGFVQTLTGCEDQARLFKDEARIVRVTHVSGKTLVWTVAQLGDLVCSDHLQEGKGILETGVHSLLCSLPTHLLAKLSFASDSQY
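Read-out is AlphaScreen signal from streptavidin donor and nickel chelate acceptor beads (10 ug/mL final each) bridging L3MBTL1 (50 nM) and biotinylated K9-monomethylated H3(1-15) peptide (75 nM), after 30 min compound exposure at room temperature.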
Numbers without * were called inactive; ? = inconclusive; [ ] = dose if it differs, or a comment. % is scaled to controls: 0 for no effect and ±100 for the full control effect; potency is read from the fitted curve at half-maximal effect. The list is partial; count on the stated rates, not on these rows.

SMILES	L3MBTL1 inh
COc1cc(OC)c(C(=O)OCC(=O)Nc2nnc(-c3ccccc3)o2)cc1OC	-7%
O=C(OCC(=O)N1CCCc2ccccc21)c1cc(S(=O)(=O)N2CCOCC2)ccc1O	0%
CCOC(=O)[C@H]1[C@H]2COc3ccccc3[C@@H]2N2C(=O)c3cc(F)c(F)cc3NC(=O)[C@@]12C	-1%
CC(=O)Nc1ccc(S(=O)(=O)NCc2nnnn2-c2ccc(Cl)cc2)cc1	6%
CCN(CC(=O)Nc1c(F)cccc1F)C(=O)c1ccc(OCc2c(C)noc2C)cc1	4%
Cc1oc(-c2ccccc2)nc1C(=O)OCC(=O)NCc1ccccc1	-5%
Cn1c(N)c(C(=O)COC(=O)c2cccc(S(=O)(=O)N3CCOCC3)c2)c(=O)n(C)c1=O	-5%
COC(=O)C1CCN(C(=O)c2cc(-c3ccc(Cl)s3)nc3ccccc23)CC1	4%
CCOC(=O)c1ccc(-c2ccc3oc(-c4ccsc4)cc(=O)c3c2)cc1F	8%
O=C(NCc1ccc(OC(F)(F)F)cc1)c1cccc2c1C(=O)c1ccc(N3CCC(Cc4ccccc4)CC3)cc1S2(=O)=O	0%
CCCCN1CCNC[C@@H]1Cc1ccc(O)cc1	5%
Cc1coc2c(C)c3oc(=O)c(CCC(=O)NCCN4CCOCC4)c(C)c3cc12	0%
C=Cn1cc[n+](CC(=O)c2ccc(OC)cc2)c1	13%
CC(=O)c1cc2c(cc1NC(=O)c1ccc(Cl)cc1)OCCO2	5%[2.29 µM]
O=C(NCCN1C(=O)S/C(=C\c2ccc(Cl)cc2)C1=O)C1=COCCO1	-6%

2 records picked at random from those above:
SMILES	L3MBTL1 inh
Cn1c(N)c(C(=O)COC(=O)c2cccc(S(=O)(=O)N3CCOCC3)c2)c(=O)n(C)c1=O	-5%
CCOC(=O)c1ccc(-c2ccc3oc(-c4ccsc4)cc(=O)c3c2)cc1F	8%

Additional records
SMILES	L3MBTL1 inh
COc1ccc(NC(=O)N(C)C[C@H]2Oc3ccc(NC(=O)Cc4ccccc4)cc3C(=O)N([C@H](C)CO)C[C@@H]2C)cc1	0%
O=C(Nc1ccccc1F)c1ccc2c(c1)OCO2	1%[2.29 µM]
O=c1oc(CCCO)cc2ccccc12	2%
CCCN(CC(=O)Nc1ccc(F)c(F)c1F)C(=O)C1=COCCO1	1%
COc1ccc(CCC(=O)Nc2cnc3ccccc3c2)cc1	-14%
Cc1ccc(N2C(=O)N(CC(=O)Nc3ccc(C)c(C)c3)C(=O)C2C)cc1 (stereo not drawn)	-7%
CN(C)c1cccc(C(=O)NNC(=O)/C=C/c2cccs2)c1	-2%
CCc1ccccc1N(CC(=O)N1CCc2ccccc2C1)S(C)(=O)=O	21%
CCCCCCSc1ccc([C@H]2N[C@@](C)(C(=O)OC)[C@H]3C(=O)N(C)C(=O)[C@@H]23)cc1	0%
CCOc1ccc(NS(=O)(=O)c2ccc(C(=O)N3CCCC3)cc2)cc1	4%
Cc1ccc2sc(N(CCCN(C)C)C(=O)c3ccc(S(=O)(=O)N(C)C4CCCCC4)cc3)nc2c1C	-5%
Cc1ccc2nc(SCC(=O)Nc3ccc4c(c3)OCO4)nc(=O)n2c1	9%
COc1ccc2c(c1)C(=O)CCC2c1ccccc1 (stereo not drawn)	8%
CC(OC(=O)c1ccc2c(c1)OCO2)C(=O)NC1CCCCC1C (stereo not drawn)	4%
O=C(c1ccccc1)c1ccccc1C(=O)N1CCN(Cc2ccccc2F)CC1	0%

New compounds follow.
SMILES	L3MBTL1 inh
Cc1cc(C(=O)Nc2ccc(S(=O)(=O)N3CCOCC3)cc2)ccc1[N+](=O)[O-]	-5%[2.29 µM]
COCCn1c(SCC(=O)NC2(C#N)CCCCC2)nc2ccccc2c1=O	7%
Cc1cc(C(=O)CCC(=O)NNC(=O)c2ccccc2O)c(C)s1	-7%
CCn1nnnc1NCc1ccc(Cl)cc1	1%
CCOC(=O)C1CCCN(C(=O)CN2C(=O)c3ccccc3S2(=O)=O)C1 (stereo not drawn)	-1%
Cc1ccc(S(=O)(=O)NCc2cccnc2)cc1C(=O)NC1CCCCC1	-8%
CCC1(c2ccccc2)NC(=O)N(CC(=O)N(c2ccccc2)C2CCS(=O)(=O)C2)C1=O (stereo not drawn)	-1%
COc1ccc(-c2sc3cc4c(cc3c2-c2ccc3c(c2)OCCO3)OCO4)cc1	-2%
CCOc1cc(CN2CCc3c([nH]c4ccccc34)C2)ccc1OC	-12%
COCCNC(=O)C(=O)Nc1ccc2c(c1)N(S(=O)(=O)c1cccs1)CCC2	6%
CC(C)(C)OC(=O)[C@H](Cc1ccccc1)NC(=O)c1[nH]cnc1C(=O)N[C@@H](Cc1ccccc1)C(=O)OCc1ccccc1	-4%
COc1cc2c(cc1OC)C(c1ccccc1Br)NC(=O)C2 (stereo not drawn)	-3%
COc1ccc(S(=O)(=O)N(C)C[C@@H]2Oc3ccc(NC(=O)Nc4c(C)noc4C)cc3C(=O)N([C@H](C)CO)C[C@@H]2C)cc1	1%
CC(=O)Nc1ccc(S(=O)(=O)N(Cc2ccccc2)c2ccccn2)cc1	2%
CCOC(=O)C1=C(COC(=O)COc2cc(C)ccc2C)NC(=O)NC1C (stereo not drawn)	0%

Further structures.
SMILES	L3MBTL1 inh
Cc1ccc2c(c1)-n1c(nc3ccccc3c1=O)C(Cc1ccccc1)NC2=O (stereo not drawn)	3%
CC(C)(C)[C@H]1COC(=O)CCC/C=C/C[C@H](CC(=O)N(CCO)Cc2ccccc2)C(=O)N1	40%[activator]
O=C(Cc1ccc2c(c1)OCCO2)Nc1cccc(S(=O)(=O)N2CCOCC2)c1	-3%
CSc1ncccc1C(=O)OCC(=O)NCCC1=CCCCC1	-1%
Cc1cccc(C(=O)OCC(=O)N(C)CC(=O)Nc2ccc(Cl)c(C(F)(F)F)c2)c1	7%
CC1CCCC(C)N1C(=O)COC(=O)CCC(=O)c1ccc(F)cc1 (stereo not drawn)	2%
COC(=O)[C@H](CC(C)C)NC(=O)Cn1cnc2c(OCc3ccccc3)ncnc21	10%
Cc1cc(Cl)cc(Cl)c1OCCN1CCCC1	7%
Cc1cccc(-c2nn(-c3ccccc3)cc2C(=O)Nc2cccc(S(=O)(=O)NC3=NCCC3)c2)c1	-6%
O=C(CC1CCCC1)N1CCN(S(=O)(=O)c2ccccc2)CC1	4%
CC(Oc1ccccc1F)C(=O)NNC(=O)CCS(=O)(=O)c1ccccc1Cl (stereo not drawn)	4%
C/C(=C\c1ccc2c(c1)OCO2)C1Nc2cccc3cccc(c23)N1	-7%
CN(CC(=O)Nc1cccc(F)c1)C(=O)c1ccc(OCc2ccccc2)cc1	-2%
COc1cc2c(cc1OC)CN(C(=O)c1ccc(OC)c(S(=O)(=O)N3CCCC3)c1)CC2	5%
CC(C(=O)N1CCc2ccccc21)N1CCN(S(=O)(=O)c2cccs2)CC1 (stereo not drawn)	?

More entries
SMILES	L3MBTL1 inh
O=C(COC(=O)c1ccc(O)cc1O)Nc1cc(-c2ccccc2)nn1-c1ccccc1	-7%
CCC1(c2ccccc2)NC(=O)N(CC(=O)NNC(=O)COc2ccc(Cl)cc2C)C1=O (stereo not drawn)	-6%
O=C1C=C(c2cc(C(F)(F)F)cc(C(F)(F)F)c2)C[C@@H](c2ccc(Cl)cc2)C1	-4%
CCn1c(SCC(=O)Nc2ccc(N3CCOCC3)cc2)nnc1C1CC1	1%
Cc1ccc2nc(-c3ccc(O)cc3)oc2c1	-1%
Cc1ccc(N2C(=O)C3CCCN3C2=S)c(C)c1 (stereo not drawn)	2%
O=C(Nc1ccc(Cl)c(Cl)c1)Nn1cnnc1	27%
COc1ccc(NC(=O)CN(C)C(=O)CCSc2ccc(C)cc2)cc1	-4%
CS(=O)(=O)c1ccc(Cl)c(NC(=O)CCCc2nc3ccccc3c(=O)[nH]2)c1	1%
CC(C)Cn1c(SCC(=O)O)nnc1-c1cccc(S(=O)(=O)N2CCOCC2)c1	-9%
Cc1c(NC(=O)c2nn(CC(C)C)c(=O)c3ccccc23)c(=O)n(-c2ccccc2)n1C	4%
Cc1ccc(C(=O)NCC(=O)OCC(=O)N(CC(C)C)c2c(N)n(Cc3ccccc3)c(=O)[nH]c2=O)cc1C	0%
Cc1ccc(S(=O)(=O)N2CCC(C(N)=O)CC2)cc1C(=O)NC1CCCCC1	4%
O=C(CN1C(=O)NC2(CCCCC2)C1=O)NCC(=O)Nc1ccc(F)c(F)c1	-2%
O=C(CSc1nc(C(F)(F)F)cc(=O)[nH]1)Nc1cccc2ccccc12	5%

(further entries)
SMILES	L3MBTL1 inh
CCOC(=O)c1c(CC(C)C)csc1NC(=O)COC(=O)c1ccc(O)cc1	1%
O=C1Nc2ccc(Br)cc2C1=C1CCCCC1	-3%[2.29 µM]
COc1ccccc1CCC(=O)Nc1ccc(OC)c(S(=O)(=O)N2CCOCC2)c1	-1%
Cc1ccc(S(=O)(=O)N[C@@H](C)C(=O)OCC(=O)N2c3ccccc3NC(=O)C2(C)C)cc1	1%
COc1cccc(CC(=O)OCC(=O)NC2(C#N)CCCC2)c1	-3%
NC(=O)CC(NC(=O)Cc1ccc(Br)cc1)c1ccc(N2CCCCCCC2)c([N+](=O)[O-])c1 (stereo not drawn)	-6%
CCOc1ccc2oc(C(=O)OCC(=O)NC3CCCC3)c(C)c2c1	-7%
Cc1cc(C)n2nc(SC(C)C(=O)N3CCCC3)nc2n1 (stereo not drawn)	8%
Cc1cccc([C@@H]2[C@@H]3C(=O)N(Cc4ccccc4)C(=O)[C@@H]3[C@]3(CC(C)C)C(=O)N(c4cccc(F)c4)C(=O)N23)c1	2%
CS(=O)(=O)c1ccccc1-c1nnc(NC(=O)c2ccc(S(=O)(=O)N3CCCC3)cc2)o1	-1%
COc1ccc(CCN2CC(C(=O)N(C)CC(=O)Nc3ccc(Cl)c(C(F)(F)F)c3)CC2=O)cc1OC (stereo not drawn)	0%
COCc1c(C(=O)N2CCN(c3ncccn3)CC2)oc2ccccc12	2%
CCN1CCN(c2ccc(S(=O)(=O)N3CCCCC3)cc2NC(=O)/C=C/c2ccc([N+](=O)[O-])cc2)CC1	-3%
CC(C)c1ccc(OCC(=O)NC(C)c2ccccc2)cc1 (stereo not drawn)	20%
CCOC(=O)C1=C(COC(=O)c2cc(OC)c(OC)c(OC)c2)NC(=O)NC1C (stereo not drawn)	-7%

A section of the results above:
SMILES	L3MBTL1 inh
CCN1CCN(c2ccc(S(=O)(=O)N3CCCCC3)cc2NC(=O)/C=C/c2ccc([N+](=O)[O-])cc2)CC1	-3%
CC(C)c1ccc(OCC(=O)NC(C)c2ccccc2)cc1 (stereo not drawn)	20%
CCOC(=O)C1=C(COC(=O)c2cc(OC)c(OC)c(OC)c2)NC(=O)NC1C (stereo not drawn)	-7%

(more compounds)
SMILES	L3MBTL1 inh
COc1ccc(C)cc1N1CC(C(=O)OCc2nc(N)nc(Nc3ccccc3C)n2)CC1=O (stereo not drawn)	-7%
Cc1ccccc1NC(=O)Nc1ccccn1	3%[2.29 µM]
Oc1ccc(C[C@@H]2CNCCN2CCCCC2CCCCC2)cc1	-8%
NC(=O)C1CCCN(CC(=O)Nc2cc(S(=O)(=O)N3CCOCC3)ccc2N2CCCC2)C1 (stereo not drawn)	-2%
Cc1cc2c(c(CO)c1CCO)C(=O)[C@@H](C)[C@@H]2O	-4%
Cc1ccc(S(=O)(=O)N2CCN(C(=O)COC(=O)c3ccc(O)cc3)CC2)c(C)c1	-12%
CCCOc1ccc(C(=O)NNC(=O)CCNC(=O)c2ccco2)cc1OC	4%
O=C(Nc1ccccn1)c1ccc(C(=O)c2ccccc2)cc1	-2%
Cc1[nH]n(-c2ccccc2)c(=O)c1N=Nc1cccc(Cl)c1	-2%
Cc1nc(SCc2nc3ccc(C(F)(F)F)cc3[nH]2)c2oc3ccccc3c2n1	-6%
CC(C)(C)OC(=O)C[C@H]1C/C=C\C[C@@H](CC(=O)NCCO)C(=O)NC[C@H](c2ccccc2)OC1=O	3%
Cc1ccc(Cl)cc1N1CCN(C(=O)CNC(=O)c2ccc(Br)o2)CC1	22%
CC(C(=O)Nc1ccccc1C(F)(F)F)N1CCN(C)CC1 (stereo not drawn)	9%[2.29 µM]
O=C(COC(=O)c1ccc[nH]c1=O)Nc1cc(S(=O)(=O)N2CCCCCC2)ccc1Cl	13%
N/C(=N\OC(=O)c1ccc(F)cc1)c1cccc([N+](=O)[O-])c1	1%

The list continues.
SMILES	L3MBTL1 inh
COc1ccc(CCNC(=O)C(=O)NCC2OCCN2S(=O)(=O)c2ccc(F)cc2)cc1OC (stereo not drawn)	?
CCCn1c(N)c(C(=O)CSc2nnc(-c3ccoc3C)n2C)c(=O)n(C)c1=O	4%
N#CC[C@H](Cc1ccccc1)N1CCN(CCc2ccccc2)CCC1=O	4%
COc1ccc(Cl)cc1NC(=O)CN(C)C(=O)Cc1ccsc1	1%
Cc1cccc(OCC(=O)NNC(=O)Cn2c(=O)cnc3ccccc32)c1	7%
O=C(c1ccco1)N1CCN(Cc2cc(=O)c(OCc3cccc(Cl)c3)co2)CC1	-3%
COc1ccccc1NC(=O)Nc1nc(CC(=O)Nc2ccccc2F)cs1	-2%
Cc1ccc(S(=O)(=O)N2CCOCC2)cc1C(=O)OCC(=O)NCCc1ccc(F)cc1	-4%
COC(=O)[C@]1(C)N[C@H](CN(C)C(C)=O)[C@@H]2C(=O)N(Cc3ccccc3)C(=O)[C@@H]21	8%

Assay outcomes (PubChem BioAssay)
